# Assay outcomes from PubChem BioAssay.
# E-selectin induc = E-selectin induction on HUVECs; AID 686992; P16581; activation, % at 7.58 µM; 260,000 compounds, 0.37% hits; HUVEC E-selectin immunofluorescence imaging; normalized: neutral wells 0, TNF-alpha wells 100;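 active means mean E-selectin-positive cell signal at least 10% of the positive control, reached in at least 60% of replicates, without over 20% cell loss; inconclusive means no rule given, readout overlaps actives, possibly toxicity-flagged; inactive means the rest, including those meeting only one limit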;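 further: in these data hits start at about 27%; measured in HUVEC primary endothelial cells; signal is the percent of cells scored E-selectin positive by PE staining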
#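 material = human umbilical vein endothelial cells (HUVEC), E-selectin induction | quantity = 3,000 cells/well | medium = EGM-2 growth medium on 0.1% gelatin-coated wells | technique = immunofluorescence imaging | read-out basis = % PE-positive cells | control set = TNF-alpha positive control, DMSO neutral control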
# DENV2 CPE = inhibitors of DENV2 cytopathic effect; 350,000 compounds, 1.7% hits; CPE inhibition, % at 9.99 µM; DENV2-infected cells, cytopathic effect rescue, plate reader; in the data active means CPE inhibition above about 20%, passing the limit was not always enough; inconclusive means no clear call, values can overlap the other calls; tested in BHK-21 cells;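 further: 0% = median of neutral control wells and 100% = median of positive control wells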
# GSIS activator = primary screen for activators of insulin secretion dependent on glucose, INS-1E cells, GLuc reporter luminescence; activation, % at 16.6 µM; INS-1E GLuc reporter insulin secretion, 2-3 h; 370,000 compounds, 0.61% hits; AID 743287;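 active means lowest replicate activation of at least 40%, so every replicate reaches that level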;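 further: 0% = median of neutral control wells and 100% = median of IBMX positive control wells; some compounds called inactive have numbers as strong as hits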
# XiGFP reactiv = reactivates the inactive X chromosome in mouse fibroblasts | 360,000 compounds, 0.055% hits | XiGFP mouse fibroblasts, % GFP-positive cells imaging, 3 d; cells co-treated with 5-aza-dC sensitizer; scaled so ellipticine positive control = 100% | activation, % at 7.58 µM;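 active means mean normalized replicate activation at least 10% and every replicate at or above 10%; inconclusive means only one of the two criteria met; inactive means mean below 10% and not all replicates reach 10%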;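 further: 0% = median of on-plate neutral control wells and 100% = ellipticine 6 µM median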
#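 assay system = SV40-immortalized XiGFP fibroblast cells, line 68-5-11 | buffer or medium = DMEM plus 5-aza-dC sensitizer | doses = single-point pinned compound dosing | times = 3-day compound exposure, then 15 min fixation at room temperature | benchmarks = positive control ellipticine, 6 µM final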
# RAD54 inh = inhibitors of human RAD54 branch migration; RAD54 Holliday junction branch migration, FAM/BHQ fluorescence; Q92698; inhibition, % at 10.4 µM; 360,000 compounds, 0.14% hits; AID 602329;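 active means mean normalized replicate activity at least 40 and at least half of replicates scoring 40 or more; inconclusive means only one of the two criteria met; inactive means mean below 40 and under half of replicates reaching 40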;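 further: 0% = median of neutral control wells and 100% = median of positive control wells; inhibitors cause a drop in the FAM fluorescence signal; in these data hits start at about 50%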
# F508del corr = correctors of CFTR F508del function in bronchial epithelial cells; CFBE cells, YFP halide quenching; stimulated with forskolin plus potentiator P3; % fluorescence drop versus neutral controls; activity (quench increase), % at 7.58 µM; 350,000 compounds, 0.36% hits;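 active means mean added fluorescence quench of at least 8% versus neutral control, with both replicates also reaching 8%; inconclusive means only one of the mean or replicate conditions met; inactive means mean below 8% and not both replicates reaching 8%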;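 further: cells transiently co-express mutant CFTR-F508del with the halide-sensitive YFP; corrector assay measuring rescue of mutant channel to the surface after 24 h compound exposure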
# RAD52 inh = blocks human RAD52 DNA annealing. recombinant RAD52 DNA annealing, FRET fluorescence. inhibition, % at 18.7 µM. P43351. 360,000 compounds, 0.46% hits;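 active means every replicate showing at least 50% inhibition; inconclusive means mean inhibition at least 50% but not in every replicate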
# Target sequence (P43351 whole entry, looked up): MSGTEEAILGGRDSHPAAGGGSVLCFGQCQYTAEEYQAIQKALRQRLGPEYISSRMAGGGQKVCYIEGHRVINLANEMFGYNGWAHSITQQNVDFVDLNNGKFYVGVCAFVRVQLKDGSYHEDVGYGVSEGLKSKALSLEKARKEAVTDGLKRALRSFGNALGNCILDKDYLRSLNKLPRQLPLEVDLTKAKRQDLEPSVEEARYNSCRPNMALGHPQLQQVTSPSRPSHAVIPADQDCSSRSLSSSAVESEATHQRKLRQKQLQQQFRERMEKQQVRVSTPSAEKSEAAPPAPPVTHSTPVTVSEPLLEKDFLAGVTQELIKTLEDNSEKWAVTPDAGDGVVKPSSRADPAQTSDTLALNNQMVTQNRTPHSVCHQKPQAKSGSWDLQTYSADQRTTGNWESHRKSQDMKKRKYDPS
# CASP6 VEID inh = inhibitors of human caspase-6. purified caspase-6, Z-VEID-R110 cleavage fluorescence. P55212. 350,000 compounds, 0.53% hits. inhibition, % at 12.5 µM;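 active means mean inhibition across replicates at least about 35%, with every replicate also reaching that limit, limit read from the data; inconclusive means only one of the two criteria met; inactive means neither criterion met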;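 further: 0% = median of neutral control wells and 100% = no fluorescence left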
# Target sequence (P55212 24-179 limits assumed): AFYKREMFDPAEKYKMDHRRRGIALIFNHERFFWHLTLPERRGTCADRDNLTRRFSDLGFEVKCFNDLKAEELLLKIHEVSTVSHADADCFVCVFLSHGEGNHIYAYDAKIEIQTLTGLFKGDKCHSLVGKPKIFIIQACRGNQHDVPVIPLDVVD
# Target sequence (P55212 194-293 limits assumed): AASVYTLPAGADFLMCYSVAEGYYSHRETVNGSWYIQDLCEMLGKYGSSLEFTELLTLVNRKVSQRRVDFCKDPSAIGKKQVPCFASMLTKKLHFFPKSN
# Active calls of the source: *; ? = inconclusive; · = no result given; & = joins results of further samples.
SMILES,E-selectin induc,DENV2 CPE,GSIS activator,XiGFP reactiv,RAD54 inh,F508del corr,RAD52 inh,CASP6 VEID inh
NCC[C@H]1CC[C@@H](NC(=O)Cc2ccncc2)[C@H](CO)O1,0.4,-8,-1,0.6,4,-1.4,-25,0
Cc1ccccc1S(=O)(=O)N1C[C@H](O)COC[C@@H]2O[C@@H](CC(=O)N3CCCCC3)CC[C@H]21,-0.1,-13,13,0.0,7,-0.3,-7,-1
Cc1ccc(-n2cc(CN(C)CCc3cn[nH]c3)c(-c3cccc(C)c3)n2)cc1,·,4,-9,0.2,·,-1.3,-8,-2
Cc1cc(C)cc(OCC(=O)OC(C)C(=O)Nc2c(C)n(C)n(-c3ccccc3)c2=O)c1 (stereo not drawn),0.0,-5,12,0.2,5,-1.5,-8,0
O=C(CC1CCCC1)N[C@H](C(=O)N1CCC[C@H]1C(=O)NCCc1ccccc1Cl)c1ccccc1,2.0,-5,-2,0.1,·,-0.3,1,-5
O=C(Nn1c(-c2ccc(Cl)cc2)nc2ccccc2c1=O)c1cccnc1Cl,·,-7,4,0.0,·,-1.0,-12,0
O=C1Cc2cc(O)ccc2O1,0.0,1,0,0.1,-7,2.5,-7,2
O=C(NCc1ccc(F)cc1)c1cc2c(s1)CS(=O)(=O)C2,?,-2,5,0.1,-7,0.4,-9,2
OC[C@@H]1[C@@H](c2ccc(-c3ccc(F)cc3)cc2)[C@@H]2CN(Cc3ccccn3)CCCCN12,-0.3,63*,-4,-0.1,6,3.5,7,-7
C[C@H]1CN([C@@H](C)CO)C(=O)c2c(c3ccccc3n2C)-c2ccccc2CO[C@H]1CN(C)Cc1ccc(O)cc1,-0.3,8,16,-0.1,·,0.0,20,2
CC(C)N(C(=O)CN1C(=O)C(=O)c2ccccc21)c1ccccc1,0.7,9,-7,0.1,11,-1.1,-11,-2
O=C(Cc1csc(Nc2nc(=S)[nH]c3ccccc23)n1)NCCCN1CCN(c2cccc(Cl)c2)CC1,8.1,12,8,0.4,·,3.6,-39,-5
CC1CCN(C(=O)c2ccc(-c3ccccc3Cl)o2)CC1,·,?,-13,0.2,·,-0.7,-4,2
C[C@@H]1CN([C@@H](C)CO)C(=O)c2cc(NC(=O)Nc3ccccc3)ccc2O[C@@H]1CN(C)Cc1ccc(Cl)c(Cl)c1,0.3,·,-30,0.1,·,-0.8,·,·
CN1C(=O)c2cc(NC(=O)C3CC3)ccc2OC[C@H]2O[C@H](CC(=O)NCC3CCCCC3)CC[C@@H]21,-0.1,12,-7,0.0,-11,0.5,4,2
CCO[C@H]1OC(C(N)=O)=C[C@@H](C(C)(C)C)[C@@H]1CCCO,0.1,13,2,0.4,12,0.6,4,0
COc1ccc(NC(=O)N(C)C[C@@H]2Oc3ccc(NS(=O)(=O)c4ccc(OC)cc4)cc3C(=O)N([C@@H](C)CO)C[C@H]2C)cc1,-0.1,15,27,-0.2,3,-2.1,-8,0
O=C(Nc1ccc2c(c1)OCCO2)c1ccc(Cl)cc1,-0.1,4,4,0.1,5,-0.6,-10,-5
Cc1cc2nc(SCC(=O)Nc3ccccc3C(=O)O)[nH]c2cc1C,1.7,-3,·,0.1,·,0.3,-10,0
COCc1cn(CC[C@@H]2CC[C@@H](NC(=O)c3ccncc3)[C@H](CO)O2)nn1,-0.2,10,7,-0.7,3,-0.1,-2,14
CCN(C(=O)COc1ccccc1C(=O)NCc1ccccc1)C1CCS(=O)(=O)C1 (stereo not drawn),·,-3,9,-0.1,-20,0.5,-16,3
Cc1cccc(C(C)C)c1NC(=O)c1ccc(CN(c2ccccc2)S(=O)(=O)c2ccccc2)cc1,-0.4,·,-22,0.0,2,·,·,·
COc1ccccc1CN1C[C@H](C)[C@@H](OC)CN(C)C(=O)c2cc(NC(C)=O)ccc2OC[C@@H]1C,-0.1,1,1,0.1,-2,0.8,9,·
COc1ccccc1CNC(=O)C[C@H]1CC[C@@H]2[C@H](COC[C@@H](O)CN2C(=O)Nc2ccc(Cl)cc2)O1,0.1,8,-17,0.0,2,-0.6,5,-1
O=C(Nc1ccc(F)cc1)N[C@H]1CC[C@H](CCNS(=O)(=O)c2cccc(Cl)c2)O[C@@H]1CO,0.0&0.2,-10&-9,-12&-17,0.7&0.0,-9,2.9&1.6,3&-30,-2&-1
COc1ccc(S(=O)(=O)Nc2ccc3c(c2)C(=O)N([C@H](C)CO)C[C@@H](C)[C@@H](CN(C)S(C)(=O)=O)O3)cc1,-2.0,4,10,0.0,1,-0.2,12,2
Cc1cccc(OCCC(=O)NCC(=O)Nc2c(C)cccc2C)c1,0.4,-3,4,-0.1,·,·,-7,1
C[C@H](CO)N1C[C@H](C)[C@@H](CN(C)S(=O)(=O)c2ccccc2)Oc2ccc(NC(=O)CCCCCC(=O)Nc3ccccc3N)cc2C1=O,-0.4,1,9,0.2,·,2.7,2,1
CC(C)c1nc(Cl)c(C#N)c2c1CCCC2,0.1,0,17,0.1,·,-1.1,2,3
CCOc1cc(/C=N/NC(=O)c2c(-c3ccccc3)noc2C)ccc1O,2.2,5,-2,0.0,-2,2.4,-10,-2
COc1ccc2c(c1OC)C(=O)OC2Nc1nc(-c2cccc([N+](=O)[O-])c2)cs1 (stereo not drawn),-0.2,-2,-11,0.0,1,0.0,-5,4
COc1ccccc1NC(=O)Cc1ccsc1,·,-2,21,0.1,-3,0.9,-22,-1
COc1ccccc1-c1ccc2c(c1)O[C@@H](CN(C)S(=O)(=O)c1ccccc1)[C@@H](C)CN([C@H](C)CO)S2(=O)=O,2.1,2,-2,0.1,-3,-3.2,-12,0
CCc1noc(C)c1C(=O)OC(C)C(=O)NCc1ccc(OC)cc1 (stereo not drawn),·,-4,22,0.1,9,-1.0,-5,1
CO[C@@H]1CN(C)C(=O)c2ccc(NC(=O)CN(C)C)cc2OC[C@@H](C)N(C(=O)C2CCOCC2)C[C@H]1C,-0.1,1,23,0.5,-5,-4.4,-64,0
CC(=O)NC(Cc1ccc(F)cc1)C(=O)NC1CCN(S(=O)(=O)c2ccccc2)CC1 (stereo not drawn),·,-2,11,0.1,-1,0.0,-16,-2
C[C@@H]1CN([C@@H](C)CO)C(=O)Cc2cc(NC(=O)Cc3ccccc3)ccc2O[C@@H]1CN(C)Cc1ccc2c(c1)OCO2,0.1,-8,-18,0.0,-6,3.2,-17,·
O=C1COc2ccc(S(=O)(=O)N3CCN(c4cccc(C(F)(F)F)c4)CC3)cc2N1,·,-5,-6,0.0,-9,0.3,-7,6
Cc1ccc(S(=O)(=O)N2CCN(C)CC2)cc1C(=O)NC1CCCCC1,-0.9,-5,4,0.0,-11,0.7,-11,8
C[C@H]1CN([C@@H](C)CO)C(=O)Cc2cc(NS(=O)(=O)c3ccc(F)cc3)ccc2O[C@H]1CN(C)Cc1ccncc1,-0.2,9,3,0.3,2,-2.3,2,0
Cn1cnc(S(=O)(=O)N[C@H]2CC[C@H](CC(=O)NCC3CC3)O[C@H]2CO)c1,-0.1,9,21,-0.1,4,0.7,4,3
COCc1cn([C@@H]2C[C@@H]3O[C@@H](CO)CC[C@@H]3O[C@@H]2CCc2ccc(-c3ccc(OC)cc3)cc2)nn1,·,-8,·,·,·,1.6,-2,-4
CCCNC(=O)N1CC2(CCN(S(=O)(=O)CC)CC2)c2c(n(C)c3cc(OC)ccc23)[C@@H]1CO,0.0,1,-7,0.2,·,0.0,·,·
CCc1ccc(NC(=O)/C(C#N)=C/c2cn(CC(=O)O)c3ccccc23)cc1,·,-2,-8,0.3,·,0.5,-26,2
COc1ccc2c3c(n(C)c2c1)[C@H](CO)N(C(=O)c1ccc(F)cc1)CC31CN(CC2CCOCC2)C1,-0.2,-8,-4,0.1,·,-4.3,20,-2
Cc1ccc(SCC(=O)Nc2nnc(C(C)(C)C)s2)cc1,·,6,17,0.0,1,-1.8,-3,-1
C[C@H](NC(=O)C[C@@H]1C=C[C@@H](NC(=O)C2CC2)[C@H](CO)O1)c1ccccc1,1.6,3,4,-0.3,0,-0.5,-11,-4
C[C@@H]1CN([C@H](C)CO)C(=O)c2ccccc2-c2ccccc2CO[C@H]1CN(C)C(=O)CCC(F)(F)F,0.6,2,3,0.1,-7,-1.9,8,0
C=CCn1nc2ccccc2c1OC,0.0,-6,-6,0.2,-6,-0.2,-6,2
CN(C)C(=O)c1ccc(-c2ccc([C@@H]3[C@@H](CO)N4C(=O)CN(C(=O)C5CCCC5)C[C@@H]34)cc2)cc1,-0.1,-4,-17,0.3,·,-1.4,7,1
Cc1c(Cl)cnc(NC(=O)COC(=O)C2CC3CCCC(C2)C3=O)c1Cl (stereo not drawn),·,-11,14,0.0,0,3.5,-13,5
C[C@@H]1CN([C@H](C)CO)C(=O)c2cccc(NC(=O)c3nc4ccccc4s3)c2O[C@@H]1CN(C)Cc1ccc(C(=O)O)cc1,0.9,-2,2,-0.1,-5,2.0,-15,0
COC(=O)c1c(-c2ccc(OC)cc2)oc2ccc(-c3cc(OC)c(OC)c(OC)c3)cc12,0.6,-10,4,0.2,-6,0.5,-13,2
CCN(c1ccc2c(c1)OCO2)S(=O)(=O)c1cc(Br)cc2c1N(C(C)=O)CC2,·,9,-18,·,·,-1.2,-12,-1
COc1ccc(S(=O)(=O)N(C)C[C@@H]2OCCCC[C@@H](C)Oc3ccc(N(C)C)cc3C(=O)N([C@@H](C)CO)C[C@H]2C)cc1,-0.4,-6,2,0.0,3,-0.9,8,-3
CCOCCCn1c(=N)c(C(=O)NCc2ccc3c(c2)OCO3)cc2c(=O)n3cccc(C)c3nc21,·,·,14,·,24,1.9,-363,8
CC(C)N1CCN(Cc2ccc(C#CC(C)(C)O)cc2)CC1CCO (stereo not drawn),·,-5,-13,0.2,·,·,-5,-2
COc1ccc(NC(=O)Nc2ccc3c(c2)C(=O)N([C@H](C)CO)C[C@H](C)[C@@H](CN(C)C(=O)Nc2ccc(C(F)(F)F)cc2)O3)cc1,-4.4&2.0,?,-20,0.5&-0.1,0&4,0.2&0.1,17&5,0&3
CO[C@@H]1CN(C)C(=O)c2ccc(NS(C)(=O)=O)cc2OC[C@@H](C)N(Cc2ccccn2)C[C@H]1C,-0.5,·,6,-0.2,0,-2.0,·,·
NCCCCc1ccc2ccc3cccc4ccc1c2c34,-0.6,6,17,0.1,11,0.7,53*,-3
# (further entries)
SMILES,E-selectin induc,DENV2 CPE,GSIS activator,XiGFP reactiv,RAD54 inh,F508del corr,RAD52 inh,CASP6 VEID inh
N#Cc1cccc(Oc2ccc(S(=O)(=O)N3CCCC3)cn2)c1,·,-1,12,0.4,-6,1.5,4,1
C[C@H](CO)N1C[C@H](C)[C@@H](CN(C)S(=O)(=O)c2cccs2)Oc2ccc(N(C)C)cc2C1=O,-0.1,-4,2,-0.2,1,-0.2,0,0
Cc1cccc(C#CC2=CC(=O)CC(C)(C)C2)c1,-0.4,-8,·,1.8,4,-5.9,8,-3
Cc1cc(NC(=O)c2cnn3cccnc23)no1,·,-1,-2,·,-7,-0.5,11,8
